# High-throughput results deposited in PubChem by National Center for Advancing Translational Sciences (NCATS).
# Shiga inhibitor: A qHTS for Small Molecule Inhibitors of Shiga Toxin. inhibition, % at 38.7 µM. 290,000 tested, 9.2% active. Vero cells, Shiga toxin protein synthesis inhibition reporter; in the data active = inhibition mostly above about 28%, no sharp cut-off; inactive = mostly below about 43%; note: 0% is about no effect
# CHX counter: Cycloheximide Counterscreen for Small Molecule Inhibitors of Shiga Toxin; cell reporter, cycloheximide protein synthesis inhibition counterscreen; max response, %; 300,000 tested, 12% active; AID 2314, 2010; in the data active = max response mostly above about 13%, no sharp cut-off; inactive = mostly below about 14%; note: read at 38.3 µM for the half of the compounds with a filed dose; 0% is about no effect
# AMA1-RON2 inh: qHTS for Inhibitors of AMA1-RON; Towards Development of Antimalarial Drug Lead: Primary Screen; AlphaScreen AMA1-biotinylated RON2 peptide binding; 360,000 tested, 0.2% active; Plasmodium falciparum AMA1 (3D7) - RON2 peptide interaction; Potency, µM (top dose mostly 58.2 µM), inactives show at the highest dose activity change, negative = inhibition, actives largely listed as inhibitors;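 note: potency is the fitted concentration of half-maximal effect; 0% = vehicle wells and -100% = peptide control; nearly all actives have a fitted effect of over 45% in size; some results filed as inactive show a strong effect at the top dose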
#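 AMA1 (3D7) with his tag at 25 nM final met compounds first, then biotinylated RON2 peptide at 25 nM; detection used donor plus acceptor beads, 10 µg/mL apiece, read by AlphaScreen after 30 min at room temperature.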
# AmpC inh detg: qHTS Inhibitors of AmpC Beta-Lactamase (assay with detergent) | AmpC hydrolysis of nitrocefin, absorbance 480 nm, 0.01% Triton | Potency, µM (doses to about 114 µM), for inactives: top-dose activity change, negative = inhibition, actives largely listed as inhibitors | P00811 | 370,000 tested, 0.041% active;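 note: potency is the fitted concentration of half-maximal effect; 0% = no-compound wells and -100% = no-enzyme wells; nearly all actives have a fitted effect of over 25% in size; some results filed as inactive show a strong effect at the top dose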
# Target sequence (P00811 whole entry, looked up): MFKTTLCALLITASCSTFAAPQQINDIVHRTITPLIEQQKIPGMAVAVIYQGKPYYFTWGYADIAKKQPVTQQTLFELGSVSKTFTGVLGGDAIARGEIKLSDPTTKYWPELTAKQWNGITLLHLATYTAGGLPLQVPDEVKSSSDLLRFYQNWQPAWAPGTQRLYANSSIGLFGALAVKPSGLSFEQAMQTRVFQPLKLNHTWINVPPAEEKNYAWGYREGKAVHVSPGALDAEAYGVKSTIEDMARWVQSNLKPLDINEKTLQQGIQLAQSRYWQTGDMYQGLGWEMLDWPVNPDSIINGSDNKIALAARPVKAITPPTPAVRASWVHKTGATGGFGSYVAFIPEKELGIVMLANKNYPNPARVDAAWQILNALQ
#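 AmpC (5.3 nM in the dispensed reagent) in 20 mM phosphate pH 7.0 with 0.01% (detergent screen) or 0.0001% Triton X-100 was preincubated with compounds for 15 min at room temperature. Nitrocefin was then added from an 800 uM solution, and hydrolysis was followed at 480 nm.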
# FBPA Giardia inh: qHTS Assay for Inhibitors of Fructose-1,6-bisphosphate Aldolase from Giardia Lamblia; A8B2U2; purified Giardia FBPA; Potency, µM (highest dose often 59.6 µM), for the others: at the highest dose activity, negative = inhibition, hits mostly inhibitors; 290,000 tested, 0.71% active; AID 2451, 2010; note: potency is the fitted concentration of half-maximal effect; % is set by controls: 0 for no effect and ±100 for the full control effect; nearly all actives have a fitted effect of over 55% in size
# Target sequence (A8B2U2 whole entry, looked up): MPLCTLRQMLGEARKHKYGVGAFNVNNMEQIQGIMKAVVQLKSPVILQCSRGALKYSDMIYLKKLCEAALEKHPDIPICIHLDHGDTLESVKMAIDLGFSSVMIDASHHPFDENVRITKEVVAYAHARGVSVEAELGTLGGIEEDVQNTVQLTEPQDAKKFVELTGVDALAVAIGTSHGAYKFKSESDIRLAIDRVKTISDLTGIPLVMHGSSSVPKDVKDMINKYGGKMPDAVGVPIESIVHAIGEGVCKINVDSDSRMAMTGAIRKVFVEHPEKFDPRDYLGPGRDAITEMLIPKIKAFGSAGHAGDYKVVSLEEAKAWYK
#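 Giardia FBPA (40 nM reagent) was preincubated 10 min at RT with compound (up to 57.5 uM final), then substrate plus GAPDH/TPI/NAD/arsenate coupling system with diaphorase/resazurin was added; resorufin fluorescence (525/598 nm) was read after 20 min.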
# AmpC inh no detg: qHTS Inhibitors of AmpC Beta-Lactamase (assay without detergent); P00811; AmpC nitrocefin hydrolysis, absorbance 480 nm, 0.0001% Triton; Potency, µM (highest dose often 57.1 µM), for inactives: top-dose activity change, negative = inhibition, actives largely listed as inhibitors; 330,000 tested, 0.52% active;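 note: potency is the fitted concentration of half-maximal effect; plate controls were no compound for no effect and no enzyme for full effect; nearly all actives have a fitted effect of over 20% in size; some results filed as inactive show a strong effect at the top dose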
#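 20 mM phosphate pH 7.0 + 0.01% (detergent screen) or 0.0001% Triton X-100; 5.3 nM AmpC reagent; cpd preinc 15 min RT; nitrocefin (800 uM stock) to start; A480 q20 s × 4 min; Activity was normalised to no-enzyme and no-compound control wells.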
# HCMV inh: qHTS Assay for inhibitors of the human cytomegalovirus (HCMV). 410,000 tested, 4.5% active. activity change, negative = inhibition, % at 57.5 µM. HFF cells, HCMV-luciferase reporter, 72 h; hits give low values; in the data active = activity change below about -60%; inconclusive = no clear call, values can overlap the other calls; inactive = above about -39%; note: % is set by controls: 0 for no effect and ±100 for the full control effect
#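 Cell-based, HFFs, 1000 cells/well, 16 h 37C; cpds in DMSO + HCMV-luc, MOI 1 PFU/cell; 72 h 37C; OneGlo luminescence after 5 min RT; norm. to buffer vs Salinomycin 10uM.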
# Active calls of the source: *; ? = inconclusive; . = not tested or not shown; & = joins results of further samples; [ ] = dose if it differs, or a comment. Unless noted, calls come from the whole dose curve; as a rule, active = well fitted curve in the direction sought with a large enough effect; inconclusive = small, poorly fitted or top-dose-only effect, or another doubt; inactive = no such curve, though single readings can be large; an effect the other way counts as inactive or inconclusive.
SMILES,Shiga inhibitor,CHX counter,AMA1-RON2 inh,AmpC inh detg,FBPA Giardia inh,AmpC inh no detg,HCMV inh
CCOC(=O)[C@H]1[C@H]2COc3ccc(Cl)cc3[C@@H]2N2C(=O)c3cc(F)ccc3NC(=O)[C@@]12C,.,.,-12%,-1%,.,-31%,0
CCOP(=O)(OCC)Oc1cc(C)c(N(C)C)c(C)c1,-7,6,-12%,4%,-13%,72%[activator],47
CCC(NC(=O)NCCCn1ccnc1)(C(F)(F)F)C(F)(F)F,2,4,2%,-1%,0%,-3%,-7
CCC(=O)c1ccc(OCC(O)CN2CCN(c3cccc(C(F)(F)F)c3)CC2)cc1 (stereo not given),-4,-2,-15%,5%,-3%,?,-2
CCc1ccc(NC(=O)C(C)OC(=O)CN2C(=O)NC3(CCCC3)C2=O)cc1 (stereo not given),.,.,-13%,?,.,3%,0
Nc1c(C(=O)NC2CC2)sc2nc3c(c(-c4ccco4)c12)CC/C3=C/c1ccco1,-5,-2,-38%[2.32 µM],-10%,5.6µM*,-29%,.
CNc1c(N=Cc2cccnc2)c(=O)n(C)c(=O)n1C,2,-2,1%,?,-16%,-18%,22
CC(NC(=S)N1CCOCC1)c1ccccc1 (stereo not given),-4,-1,-2%,-3%,0%,-13%,-34
CCC1=C2CC[C@H]3C(=O)N(c4ccccc4)C(=O)[C@H]3[C@H]2[C@@]2(C)C(=NCC(=O)OC)OC(=O)N2C1=O,6,-8,4%,-6%,6%&6%,0%,9
CCOc1c2ccc(C(=O)NCc3ccc(OC(F)(F)F)cc3)cc2nn1CC,-19,-1,-3%,-6%,3%,-2%,-12
CC(NC(=O)c1cc2ccccc2oc1=O)c1ccccc1 (stereo not given),47*,20*,-1%,-8%,1%,-2%,-29
CCn1cc(S(=O)(=O)N2CCN(Cc3cccc(Cl)c3)CC2)cn1,-2,1,0%,-6%,5%,3%[2.29 µM],-26

# Reprinted from the results shown, three compounds:
SMILES,Shiga inhibitor,CHX counter,AMA1-RON2 inh,AmpC inh detg,FBPA Giardia inh,AmpC inh no detg,HCMV inh
CCOc1c2ccc(C(=O)NCc3ccc(OC(F)(F)F)cc3)cc2nn1CC,-19,-1,-3%,-6%,3%,-2%,-12
CC(NC(=O)c1cc2ccccc2oc1=O)c1ccccc1 (stereo not given),47*,20*,-1%,-8%,1%,-2%,-29
CCn1cc(S(=O)(=O)N2CCN(Cc3cccc(Cl)c3)CC2)cn1,-2,1,0%,-6%,5%,3%[2.29 µM],-26

# Carrying on.
SMILES,Shiga inhibitor,CHX counter,AMA1-RON2 inh,AmpC inh detg,FBPA Giardia inh,AmpC inh no detg,HCMV inh
COc1ccc(CNC(=O)N2CCN(c3ccc(F)cc3)CC2)cc1Cl,-2,8,-14%,?,-2%,23%,-21
CC(C)(C)c1cc(C(F)(F)F)c(C#N)c(=O)[nH]1,-15,2,11%,2%,10%,-9%,51
O=C(Nc1cc(S(=O)(=O)Nc2ccccc2F)ccc1Cl)c1ccc(F)cc1F,.,.,-10%,.,.,-19%,-11
COC(=O)C1=C(c2ccc(F)cc2OCc2ccccc2)C[C@@H]2CC[C@H]1N2C(=O)NCc1cccc(C(F)(F)F)c1,.,.,2%,11%,.,-24%,-3
CCc1ccc(NC(=O)CSc2nc3ccsc3c(=O)n2CCCCCC(=O)O)cc1,-9,-2,-5%,3%,25%,-22%,35
COc1cc(CNCCN(C)C)ccc1OCc1c(F)cccc1Cl,-12,-3,18%,3%,-1%,6%,?
COc1ccc(C(=O)N/N=C(\C)CC(=O)Nc2ccc3ccccc3c2)c(OC)c1,15,13*,0%,?,.,12%,-25
CC(=O)N1CCCc2ccc(NS(=O)(=O)c3ccc(C)c(C)c3)cc21,1,0,0%,-4%&-3%,-11%,-21%,-34&8
Cc1cnc2c(c1)C(=O)c1ccccc1-2,21,11,-3%,6%,-5%,-1%,1
COc1cc(C(=O)Nc2nccs2)cc(OC)c1OC,0,-4,-14%,-17%,-1%,-23%,121
O=S(=O)(c1ccc(F)c(Cl)c1)N1CCN(C/C=C/c2ccccc2)CC1,.,.,-2%[11.6 µM],-4%,.,15%,-15
Cc1ccccc1Cn1cc(/C=N/n2cnnc2)c2ccccc21,-12,-3,-14%,2%,-4%,51%,7
Nn1cnnc1N/N=C/c1ccccc1C(F)(F)F,4,5,1%,5%,?,1%,-9
C=CCNC(=O)NC(=O)COC(=O)/C(C#N)=C/c1ccc(OC)cc1,-11,1,3%,-8%,-10%,-31%,-14
Cn1cc(S(=O)(=O)N2CCOCC2)cc1C(=O)NCc1ccccc1Cl,-7,1,-5%,?,15%,-8%,27
CCOP(=O)(OCC)C(C)(C)NC(=O)Nc1ccc(Cl)c(Cl)c1,10,-2,7%,-5%,1%,49%,1
CCc1ccc([C@H]2C(C(=O)O)=C[C@@H](CC3CCCC3)N2S(=O)(=O)c2ccc(C)cc2)cc1,.,.,9%,.,.,-14%,19
COc1ccc(N2CCN(S(=O)(=O)c3c(C(=O)N4CCOCC4)c(C)n(C)c3C)CC2)cc1,6,4,-5%,1%,.,69%[activator],0
CC(C)C[C@H](NC(=O)c1nc[nH]c1C(=O)N1CCC(C)CC1)C(=O)OC(C)(C)C,-3,-2,72%[activator],1%,-5%,112%[activator],-8
CCOc1cc(-c2c(C#N)c(N)nc3c2CCCC3)ccc1O,-7,-3,-5%,-14%,7%,-17%,-22
Cc1c(CC(=O)NCCC(=O)O)c(=O)oc2cc3oc4c(c3cc12)CCCC4,-3,4,-1%,-9%,-1%,-2%,-40
O=C(O)c1cc2cc(Oc3ccccc3)ccc2[nH]1,-5,-1,1%,?,19%,-18%,-8
CCN(c1ccccc1)S(=O)(=O)c1ccc(OC)c(NC(=O)CN(C)C)c1,-2,1,-8%,-1%,?,0%,-4
CCc1c(C(=O)NC2CCCc3ccccc32)[nH]c(C)c1C(C)=O (stereo not given),-7,-2,-15%,3%,1%,-27%,-83*
CC(C)(C)C(=O)Nc1nnc(SCC(=O)NCc2ccco2)s1,-4,-1,-2%,-11%,7%,-5%,-9
O=C(NCc1ccc2c(c1)OCO2)c1ccc2c(c1)N(Cc1c(F)cccc1Cl)C(=O)CS2,-14,-5,-25%,-12%,8%,-37%,-78*
Cc1ccc(S(=O)(=O)/C(=C/Cl)NC(=O)c2ccccc2)cc1,13,15*,5%,?,-6%,-18%,-66*
Cc1ccc2nc(-c3ccccn3)c(NC3CCCC3)n2c1,2,8,?,2%,3%,71%[activator],-66*
CC(=O)Cc1ccccc1OCC(=O)O,13,-3,0%,-5%,22%,-8%,33
COc1cccc(C(C)NC(=O)Nc2ccccc2Cl)c1 (stereo not given),9,4,-1%,7%,13%,8%,-64*
COc1ccc(N2C(=O)CC(N3CCN(c4ccccc4F)CC3)C2=O)cc1 (stereo not given),-5,1,16%,-1%,1%,-2%,0
CCOC(=O)c1c(S(=O)(=O)NCC(=O)Nc2cccc(C)n2)c(C)n(C)c1C,-1,11,-12%,-1%,.,-5%,-17
CN(c1ccccc1)S(=O)(=O)c1cccc(C(=O)NCCCN2CCCC2=O)c1,.,.,29%,?,.,-11%,-22
Cc1cc(OC(=O)c2cc([N+](=O)[O-])ccc2Cl)c([N+](=O)[O-])c(=O)[nH]1,-10,-1,8%,-10%,-2%,-31%,14
COc1ccc(CCN2CN(S(=O)(=O)c3ccc(OC)cc3)c3nc4ccccc4nc32)cc1,39*,27*,4%,-17%,-6%,-35%,?
COC(=O)C1=C(C)N(Cc2ccc(C)cc2)C(=O)C1,-3,-1,-3%,-2%,1%,12%,59
O=C(CN1C(=O)NC(Cc2c[nH]c3ccccc23)C1=O)Nc1ccccc1Br (stereo not given),.,.,-1%,?,.,-30%,1
COc1ccc(/C=C2\CCCC3C2=NN(C(=O)COC(=O)CNC(=O)c2ccccc2)C3c2ccc(OC)cc2)cc1 (stereo not given),-3,-5,-20%,-4%,0%,-12%,34
Cc1ccc(C)c(NC(=S)N2CCC(NC(=O)C3CCCCC3)CC2)c1,27,-6,6%,-2%,-3%,0%,-30
COc1ccc(-c2nn(-c3ccccc3)cc2C(=O)O)cc1N,-9,-3,0%,-26%,1%,-14%,1
COc1cc(C(C)=O)ccc1OCc1cc(C(=O)N(C)CCC2CCCCO2)no1 (stereo not given),101*,53*,3%,0%,-12%,62%[activator],75
COc1ccc([C@H]2CC(=O)C=C(c3ccccc3OC)C2)cc1OC,.,.,-16%,-2%,.,16%,10
CCOC(=O)c1ccc(NC(=O)c2ccc(C)c(S(=O)(=O)N3CCOCC3)c2)cc1,-5,-1,5%,-15%,-9%,35%,?
C=CCc1cc(OC)ccc1OCCOCCC(C(=O)OCC)C(=O)OCC,-9,-4,-15%,2%,-5%,112%[activator],11
CC(=O)c1cccc(NC(=O)CCc2nnc3ccc(N4CCN(C)CC4)nn23)c1,22,-3,-5%,?,9%,-11%,-15
O=C(NC1CCCN(CCc2ccccc2)C1)c1c(F)cccc1F (stereo not given),2,1,2%,?,2%,-13%,-3
Cn1c(=O)c2c(nc(OCc3cccnc3)n2Cc2c(F)cccc2Cl)n(C)c1=O,-8,-1,0%,?,2%,-15%,-18
CC(/C=C\c1ccccc1)=C/C(=O)O,15,7,16%,4%,15%,-13%,16
CC1CCC(NCC(O)c2ccccc2)CC1 (stereo not given),-7,-3,2%,?,0%,-19%,-36
CCOC(=O)C1CCN(c2nc(C)cc(C)c2C#N)CC1,-6,2,11%,-4%,1%,25%,-13
CN(C)S(=O)(=O)NCCNc1ccc(C(F)(F)F)cc1[N+](=O)[O-],9,12*,-21%,0%,-5%,0%,-27
S=c1[nH]nc(-c2ccc(Cl)cc2)n1-c1ccc(Cl)cc1,-9,-2,61%[activator],4%,?,-48%,7
CC1CCCCN1CCCNC(=O)C1CCN(c2nc3ccccc3o2)CC1 (stereo not given),11,-5,10%,?,1%,?,10
COc1ccc2[nH]c(C(=O)N(C)c3ccc(F)cc3F)cc2c1,18,9,-2%,6%,0%,-8%,2
O=C(CSc1nc2ccccc2c(=O)n1Cc1ccco1)NCc1ccco1,18,21,-6%,-8%,-9%,-46%,4
Cc1ccc(S(=O)(=O)NCCC(=O)NCC(=O)Nc2c(C)cccc2C)cc1C,.,.,4%,?,.,-2%,-17
O=C(Nc1ccc(F)c(Cl)c1)N1CCCC1,-2,-3,0%,7%,1%,-17%,-23
O=C(Nc1ccccc1Cl)c1cccc(NS(=O)(=O)c2ccccc2)c1,-6,16,.,?,0%,-50%,.
CCOC(=O)c1[nH]ncc1CN1CCCC(C(=O)c2cccc3ccccc23)C1 (stereo not given),-8,-1,-3%,-7%,4%,52%,26
